High-throughput results (PubChem)
mouse EphA4 binding = inhibitors of EphA4 binding to KYL peptide, primary screen, biochemical, colorimetric, mouse EphA4 (AID 689); EphA4-AP binding to KYL peptide, pNPP A405; higher % means a stronger effect; 0.1% of 62,000 active; Ephrin type-A receptor 4 (Mus musculus); inhibition, % at 10 µM; hits with a dose series show IC50 in µM; in the data active means a potency from the dose series; inactive means the rest, 99 in 100 with inhibition below about 22%
* = called active by the depositor; & = joins results of further samples. This is a subset; rates above refer to the full screens.

SMILES	mouse EphA4 binding
COc1ccccc1NC(=O)c1ccc(S(=O)(=O)N2CCCC2)cc1	-13.3%
COC(=O)c1c(C)[nH]c(C(C)=O)c1C	-1.2%
CC(C)(C)C(=O)CC1(O)C(=O)N(Cc2ccc(Cl)cc2)c2ccccc21 (stereo not drawn)	-9.2%
O=C(CSc1nc2cc3c(cc2c(=O)n1CCC1=CCCCC1)OCO3)NCc1ccco1	-0.3%
CC1CCN(C(=O)C(Cc2ccccc2)NS(=O)(=O)c2ccc3c(c2)oc(=O)n3C)CC1 (stereo not drawn)	6.4%
Cc1ccc(NC(=O)c2cc(-c3cccc(O)c3)on2)cc1C	1.8%
Nn1c(SCC(=O)Nc2ccc(F)c(F)c2)nnc1C1CCCCC1	15.3%
Cc1ccc(S(=O)(=O)NCc2nc3ccccc3[nH]2)cc1	-41.5%
CC1(C)N([O-])C(c2ccccc2)=C[N+](=O)C1(C)C	-6.6%
O=C(Nc1cc([N+](=O)[O-])ccc1F)c1ccccc1Br	-6.2%
O=c1[nH]c2ccccc2cc1-c1noc(-c2cccnc2)n1	-19.2%
COc1ccccc1CC(=O)N1CCc2ccccc21	-2.7%
Cc1ccc(-n2nc(C)c3c(C)c(CCC(=O)NCc4ccco4)c(C)nc32)cc1	-4.2%
Clc1ccc(-c2ccc(SCc3ccccn3)nn2)cc1	-7.8%
Cc1sc2ncnc(NCCCO)c2c1C	-2.8%
CC1=C(C(=O)Nc2ccc(Cl)cc2)C(c2cccc([N+](=O)[O-])c2)NC(=S)N1 (stereo not drawn)	-4.7%
O=C(CSc1nc2ccc(Cl)cc2[nH]1)c1ccc2c(c1)OCO2	13.2%
Cc1ccc(-c2nc3sccn3c2NC(=O)c2ccc(Cl)cc2)cc1	-9.2%
COc1ccc2[nH]c3c(N4CC(C)OC(C)C4)ncnc3c2c1 (stereo not drawn)	-11.2%
N/C(=N\OS(=O)(=O)c1ccccc1)c1ccncc1	-15.4%
Cc1ccc(NC(=O)N(CCCN2CCOCC2)Cc2cccs2)cc1C	3.9%
O=C(NCC1CCCO1)C1CCC(=O)N1CCc1ccccc1 (stereo not drawn)	11.7%
CCOc1ccccc1NC(=O)COn1nnc2ccc(Cl)cc21	10.3%
COc1ccccc1CNC(=O)CN(C)CC(=O)Nc1cccc(F)c1	-2.2%
CC(=O)N(Cc1cc2c(C)cc(C)cc2[nH]c1=O)C1CCCCC1	-13.6%
SMILES	mouse EphA4 binding
COc1cccc(NC(=S)NNC(=O)c2c([N+](=O)[O-])c(C)nn2C)c1	-6.7%
Cn1c(CN2CCCCC2)nc2cc(NC(=O)c3ccc(Cl)cc3)ccc21	-9.2%
COc1ccccc1C1C=C(c2ccc(Cl)cc2)Nc2nc(N3C(=O)CCC3=O)nn21 (stereo not drawn)	-3.2%
CCCc1ccc(-c2cc(C(=O)NN3CCOCC3)c3ccccc3n2)cc1	2.1%
CCCOc1ccc(-c2nc(N)n[nH]2)cc1	-7.7%
C=CCNc1nc(N(c2ccccc2)c2ccccc2)nc(-n2ccnc2)n1	-18.9%
Cc1ccc(S(=O)(=O)N2CCC(=O)C(C)C2)cc1 (stereo not drawn)	-23.1%
CCOC(=O)C(CC)Sc1nnc2n1C(C)(C)Cc1ccccc1-2 (stereo not drawn)	-10.9%
Cc1ccc(Cn2nc(C)c(NC(=O)c3cc(-c4ccco4)on3)c2C)cc1	-9.6%
O=C(CC1CCCC1)Nc1nnc(C2CC2)s1	-4.7%
CN1CCC(=NNC(=O)CSCc2ccccc2)CC1	-9.8%
O=C(NCC1COc2ccccc2O1)C1CCC(CNc2c(N3CCCCC3)c(=O)c2=O)CC1 (stereo not drawn)	-12.2%
O=c1c2ccccc2oc2nc(-c3ccco3)n(Cc3ccccc3)c(=O)c12	-3.4%
O=C(Cn1c(C(=O)N2CCN(C3CCCC3)CC2)cc2sccc21)c1ccccc1	-5.7%
CN1C2=CC=CC=CC2=[N+](C)C12C=CC(=[N+]([O-])[O-])C=C2[N+](=O)[O-] (stereo not drawn)	3.7%
CC1CCCN(C(=O)c2ccc3nc[nH]c3c2)C1 (stereo not drawn)	1.7%
Cn1c(N2CCCC2)nc2c1c(=O)n(Cc1ccc(Cl)cc1)c(=O)n2C	-11.8%
CC(C)(C)NC(=O)C(c1ccc(OCC(N)=O)cc1)N(C(=O)c1cccnc1)C1CC1 (stereo not drawn)	-12.9%
NC(=O)C1CCN(C(=O)c2cccc(I)c2)CC1	-3.1%
Cc1cccc(Nc2nc(N)nc(CN3CCN(c4ccccc4)CC3)n2)c1	25.4%
COc1ccc(NC(=O)c2ccc(CSc3ccc(Br)cc3)cc2)cc1	-2.5%
COc1ccc(OC)c(NC(=O)N[C@@H](Cc2ccccc2)C(=O)O)c1	-14.2%
O=C(Nc1ccncc1)c1ccccc1F	-3.4%
COCCn1c(-c2ccc(OC)cc2)nc2oc3cc(OC)ccc3c(=O)c2c1=O	-11.5%
Cn1nc(-c2ccc(C(=O)N3CCN(Cc4ccccc4)CC3)cc2)c2ccccc2c1=O	-10.6%
SMILES	mouse EphA4 binding
CCc1ccc(NCc2cc3c(C)nn(-c4ccccc4)c3[nH]c2=O)cc1	-0.8%
CCOC(=O)C(NC(C)=O)C(OC(C)=O)c1cccc([N+](=O)[O-])c1 (stereo not drawn)	-0.1%
Cc1ccc(NC(=O)/C=C\C(=O)O)cc1C	-10.3%
COC(=O)c1ccc(C2/C(=C(/O)c3ccc(OC)cc3)C(=O)C(=O)N2c2cc(C)on2)cc1 (stereo not drawn)	9.5%
O=C(CCSc1ccccc1)Nc1ccc(S(=O)(=O)N2CCOCC2)cc1	-0.5%
O=C(C1CCN(c2ccc(N3CCOCC3)nn2)CC1)N1CCc2ccccc2C1	-8.8%
CCOc1ccc(S(=O)(=O)Nc2ccc3c(c2)OCO3)c2cccnc12	1.4%
CC(C)CCN(C)C1CCN(C(=O)Nc2c(F)cccc2F)CC1	-22.5%
O=C(Nc1ccc2c(c1)OCCO2)c1cccc2nc3ccccc3nc12	-8.3%
CCC(=O)Nc1ccc(/C(C)=N\NS(=O)(=O)c2ccc(C)cc2)cc1	-3.3%
Cc1[nH]n(-c2ccccc2)c(=O)c1Sc1ccc(Cl)cc1	-14.6%
N#C/C(=C\c1ccc(N2CCOCC2)o1)c1ccccc1	-2.1%
N#Cc1cnc2sc3ccccc3n2c1=N	-5.4%
O=C(c1nn2c(c1Cl)NC(c1ccc(F)cc1)CC2C(F)(F)F)N1CCN(Cc2ccccc2)CC1 (stereo not drawn)	-5.7%
Cc1ccccc1-n1nc2c(c1NC(=O)c1c(-c3ccccc3Cl)noc1C)CSC2	7.0%
CC1=NOC2(C1)N(C)c1ccccc1C2(C)C (stereo not drawn)	0.5%
COc1ccc(NC(=O)CSc2nnc(Cc3cccn3C)n2CCc2ccccc2)c(OC)c1	10.3%
COC(=O)CSc1ccc(C#N)c(SCC(=O)OC)c1	-2.2%
Cc1ccc(-n2nc(-c3ccco3)cc2C(=O)NCc2cccnc2)cc1	-3.9%
O=C(CSc1nnc(-c2cccs2)n1CC1CCCO1)c1cc2ccccc2o1 (stereo not drawn)	6.2%
CC(O)CN(CCC(N)=O)CCC(N)=O (stereo not drawn)	-9.2%
Cc1ccc2oc(=O)c3cc(C(=O)NCc4ccco4)sc3c2c1	-0.3%
O=C(NCc1ccco1)c1cnn2c1NC(c1ccccc1)CC2C(F)(F)F (stereo not drawn)	11.5%
O=C(NCCCn1ccnc1)Nc1ccc(Cl)cc1Cl	12.2%
O=S(=O)(c1ccc(-c2nnc(SCc3nnc(-c4ccccc4)o3)o2)cc1)N1CCCC1	-9.2%

Structures listed so far containing a tert-butyl group:
SMILES	mouse EphA4 binding
CC(C)(C)C(=O)CC1(O)C(=O)N(Cc2ccc(Cl)cc2)c2ccccc21 (stereo not drawn)	-9.2%
CC(C)(C)NC(=O)C(c1ccc(OCC(N)=O)cc1)N(C(=O)c1cccnc1)C1CC1 (stereo not drawn)	-12.9%

Returning to the listing with the 3 entries that preceded the break.
SMILES	mouse EphA4 binding
O=C(NCc1ccco1)c1cnn2c1NC(c1ccccc1)CC2C(F)(F)F (stereo not drawn)	11.5%
O=C(NCCCn1ccnc1)Nc1ccc(Cl)cc1Cl	12.2%
O=S(=O)(c1ccc(-c2nnc(SCc3nnc(-c4ccccc4)o3)o2)cc1)N1CCCC1	-9.2%
O=C(NCc1ccccc1)NC1(C(=O)N2CCCC2)CCCCC1	-37.7%
CCC1S/C(=C(\C#N)C(=O)NCc2ccco2)N(c2ccc(F)cc2)C1=O (stereo not drawn)	-1.2%
COc1ccc(CNC(=O)C2CSC(c3ccc(OC)cc3)N2C(C)=O)cc1 (stereo not drawn)	-6.9%
O=C(NCc1cccnc1)C1CCCN(Cc2cnn(-c3ccccc3)c2-n2cccc2)C1 (stereo not drawn)	-10.1%
COc1ccc(CCNC(=O)CN2CCN(c3cccc(Cl)c3)CC2)cc1OC	-27.5%
O=c1c2ccccc2cnn1-c1ccc(Br)cc1	-11.7%
Cc1cccn2c(=O)c3cc(C(=O)NCCN4CCOCC4)c(=N)n(CCc4ccccc4)c3nc12	-11.1%
CC(=O)C1=NN(c2ccccc2)C(c2cccs2)N1c1ccccc1 (stereo not drawn)	6.2%
CC(C)N(CCCNC(=O)C1CCN(S(=O)(=O)N2CCOCC2)CC1)Cc1ccccc1	-7.0%
COc1ccc2[nH]c(=O)c(-c3noc(-c4ccccc4)n3)cc2c1	-4.6%
CCCC(NS(=O)(=O)c1ccc(OC)cc1)C(=O)O (stereo not drawn)	-5.4%
CCOc1ccc(C(=O)c2ccc(OCC)c(N)c2)cc1N	5.3%
CN(C)CCNC(=O)c1ccccc1	-5.4%
COCCn1c(C)cc(C(=O)COC(=O)c2ccc(-n3nc(C)cc3C)cc2)c1C	-9.6%
CCCCSc1ccc2nc(-c3ccc(C#N)cc3)cn2c1	-12.0%
COc1cc(NS(=O)(=O)c2ccc(NS(=O)(=O)c3ccccc3)cc2)nc(OC)n1	-16.5%
Clc1ccccc1Cn1nnc2c(Nc3ccccc3)ncnc21	-12.4%
Cc1ccc(N2C(=O)NC(=O)/C(=C\c3ccc(N(C)C)c(Br)c3)C2=O)cc1	2.6%
CC1(C)Cc2ccccc2C(/C(=N/O)C(N)=O)=N1	-6.9%
Cn1cccc1C(=O)NC(=O)COC(=O)c1ccccc1Sc1ccccc1C#N	4.4%
CCCn1nc2cc(C(=O)NCc3ccc4c(c3)OCO4)ccc2c1OCC	1.0%
C=CCNC(=O)c1ccc(N(C)S(=O)(=O)c2ccc(OC)cc2)cc1	1.9%
COc1ccc(CCC(=O)Nc2cc(Cl)ccc2N2CCN(C)CC2)cc1	0.4%
Nc1nc2sc3c(c2cc1C(=O)N1CCOCC1)CCCC3	-5.4%
Cc1cc2c(c(=O)n1Cc1cccnc1)C(Cc1ccccc1)C(C#N)=C(N)O2 (stereo not drawn)	11.6%
SMILES	mouse EphA4 binding
Nc1c(S(=O)(=O)c2ccccc2)cnc2c(-c3ccc(F)cc3)cnn12	-10.0%
O=C(C1CCN(S(=O)(=O)c2cccc3cccnc23)CC1)N1CC=C(c2ccccc2)CC1	-13.2%
CC1CCN(c2nnc(NC(=O)Cn3c(=O)oc4ccccc43)s2)CC1	9.2%
Cc1ccc(SCCC(=O)NCCSCc2ccccc2C)cc1	-3.7%
CC(=O)Nc1nnc(CCN2CCCCC2)s1	5.0%
O=C(NCC(F)(F)F)Nc1ncccn1	-3.7%
O=C(CCCNC(=O)/C(=C\c1ccccc1F)NC(=O)c1ccccc1)OCc1ccccc1	-8.1%
Cc1ccc(C(=O)Nc2ccc3oc(-c4cccc(Br)c4)nc3c2)cc1[N+](=O)[O-]	-6.8%
Oc1ccc(-c2[nH]ncc2-c2ccc(Cl)cc2)c(O)c1	-9.2%
CCOC(=O)N1CCC(N2CCN(c3cc(C)ccc3C)CC2)CC1	-5.2%
O=C(COc1ccc(-c2nnco2)cc1)N1CCN(S(=O)(=O)c2ccccc2)CC1	-3.5%
COc1ccc(S(=O)(=O)N2CCSC2c2ccc(OC)c(OC)c2)cc1 (stereo not drawn)	7.1%
O=c1c2cccnc2[nH]c(=S)n1CCCN1CCN(c2ccccc2F)CC1	-12.0%
Cc1cc(Nc2cccc(F)c2)nc(-c2ccccc2O)n1	-8.7%
CCC(=O)Nc1ccc(NC(=O)Cc2ccccc2)cn1	0.1%
Cc1ccc(NC(=S)NNC(=S)NCc2ccccc2)cc1	-6.4%
CCN1CCN(C(=O)Nc2cccc3ccccc23)CC1	-3.5%
O=C1c2ccccc2C(=O)N1c1ccc(-c2nc3ccccc3o2)cc1	4.7%
Cc1[nH]nc2ncc(C(=O)c3ccccc3O)cc12	-5.0%
O=C(COc1ccc(Cl)cc1)NCCCn1ccnc1	-4.8%&-6.1%
CC(C)(C)C(=O)Nc1ccnc(-c2cccnc2)n1	-11.1%
CCOCCN(C(=O)COC)c1cccc(OC)c1	-9.2%
OC(CNCc1ccco1)COc1ccccc1 (stereo not drawn)	-9.9%
Cc1cccc(OCCCC(=O)Nc2ccc(S(=O)(=O)N3CCCC3)cc2)c1	-0.8%
CCOC(=O)C1CN(S(=O)(=O)c2ccccc2)C1	-10.5%

6 entries already listed, ordered by the value under mouse EphA4 binding, ascending.
SMILES	mouse EphA4 binding
O=C(C1CCN(S(=O)(=O)c2cccc3cccnc23)CC1)N1CC=C(c2ccccc2)CC1	-13.2%
COCCn1c(-c2ccc(OC)cc2)nc2oc3cc(OC)ccc3c(=O)c2c1=O	-11.5%
Cn1c(CN2CCCCC2)nc2cc(NC(=O)c3ccc(Cl)cc3)ccc21	-9.2%
CCc1ccc(NCc2cc3c(C)nn(-c4ccccc4)c3[nH]c2=O)cc1	-0.8%
CN1C2=CC=CC=CC2=[N+](C)C12C=CC(=[N+]([O-])[O-])C=C2[N+](=O)[O-] (stereo not drawn)	3.7%
Cn1cccc1C(=O)NC(=O)COC(=O)c1ccccc1Sc1ccccc1C#N	4.4%

(next part)
SMILES	mouse EphA4 binding
COc1ccc(C(CC(=O)O)NC(=O)C2CCCCC2)cc1 (stereo not drawn)	1.0%
COc1ccc2oc(=O)c(C(N)=O)cc2c1	-7.3%
CC1(C)CC(=O)c2cnc(N)nc2C1	-7.2%
CCOc1ccccc1C1C(C#N)=C(SCC(=O)OC)NC(=O)C1C(=O)OC (stereo not drawn)	-9.3%
Cc1cccc(-c2nnn(Cc3nnc(NC(=O)c4ccccc4)s3)n2)c1	1.2%
COc1ccc(Cc2nnc(Nc3ccc(C)cc3C)[nH]c2=O)cc1	-8.7%
CN1CCN(C(=O)c2ccc(CN3CCOCC3)cc2)CC1	9.3%
